NPY-Y2 PAM-ag – NPY-Y2 potentiators or agonists, primary screen, cell-based; Neuropeptide Y receptor type 2 (Homo sapiens), P49146; cells expressing NPY-Y2, potentiator/agonist read-out; activation, % at 3.6 µM; hit rate 0.45% among 220,000; in the data active means activation above about 27%;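 further: cells stimulated with NPY near EC25 plus isoproterenol at EC100; 0% = vehicle plus submaximal agonist and 100% = vehicle plus saturating agonist; some results beyond the cut were filed as inactive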
Target sequence (P49146 whole entry, looked up): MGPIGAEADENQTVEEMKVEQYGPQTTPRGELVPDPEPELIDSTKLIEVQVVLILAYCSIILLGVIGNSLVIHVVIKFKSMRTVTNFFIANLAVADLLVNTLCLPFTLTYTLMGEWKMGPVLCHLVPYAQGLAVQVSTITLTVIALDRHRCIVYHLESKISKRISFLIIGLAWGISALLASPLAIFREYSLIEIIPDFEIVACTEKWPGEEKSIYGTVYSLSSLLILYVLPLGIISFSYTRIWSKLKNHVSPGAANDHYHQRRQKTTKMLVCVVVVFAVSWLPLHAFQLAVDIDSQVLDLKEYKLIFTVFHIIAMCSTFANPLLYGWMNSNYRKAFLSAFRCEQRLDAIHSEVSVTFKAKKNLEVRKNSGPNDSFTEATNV
NPY-Y1 PAM-ag – NPY-Y1 receptor potentiators or agonists, primary screen, cell-based; hit rate 0.37% among 220,000; Neuropeptide Y receptor type 1 (Homo sapiens), P25929; NPY-Y1 expressing cells, potentiator/agonist activation; AID 1304, 2008; activation, % at 3.6 µM; in the data active means activation above about 33%, passing the limit was not always enough;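 further: cells stimulated with NPY at EC10 then isoproterenol at EC100; 0% = low agonist plus stimulus and 100% = saturating agonist plus stimulus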
Ba/F3 V617F tox – reduced viability of JAK2V617F-dependent Ba/F3 cells, primary screen, JAK2V617F inhibitor project, cell-based, Ba/F3 EpoR-JAK2V617F, luminescence | inhibition, % at 5.6 µM | AID 1446, 2008 | ATP luminescence | hit rate 1.1% among 220,000;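 active means inhibition above the campaign mean plus 3 SD over all tested compounds, cut at about 24% in these data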;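 further: cytokine-independent growth of Ba/F3 cells driven by EpoR plus mutant JAK2; 0% = DMSO-treated cells and 100% = JAK inhibitor I control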
BaF3 tox – parental Ba/F3 cell viability inhibition, counter-screen for JAK2V617F inhibitor project, murine pro-B, CellTiter-Glo luminescence | CellTiter-Glo ATP luminescence | inhibition, % at 5.6 µM | hit rate 1.1% among 220,000 | AID 1486, 2009;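 active means inhibition above a per-campaign cutoff, the mean inhibition of all tested compounds plus 3 SD, cut at about 27% in these data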;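 further: 0% = DMSO wells and 100% = JAK Inhibitor I control wells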
S1P4 ag – S1P4 receptor agonists, primary screen, cell-based. AID 1509, 2009. S1P4-expressing cell line, agonist reporter assay. hit rate 0.35% among 220,000. activation, % at 4.98 µM. Sphingosine 1-phosphate receptor 4 (Homo sapiens), O95977; in the data active means activation above about 11%;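 further: 0% = DMSO vehicle and 100% = reference agonist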
Target sequence (O95977 whole entry, looked up): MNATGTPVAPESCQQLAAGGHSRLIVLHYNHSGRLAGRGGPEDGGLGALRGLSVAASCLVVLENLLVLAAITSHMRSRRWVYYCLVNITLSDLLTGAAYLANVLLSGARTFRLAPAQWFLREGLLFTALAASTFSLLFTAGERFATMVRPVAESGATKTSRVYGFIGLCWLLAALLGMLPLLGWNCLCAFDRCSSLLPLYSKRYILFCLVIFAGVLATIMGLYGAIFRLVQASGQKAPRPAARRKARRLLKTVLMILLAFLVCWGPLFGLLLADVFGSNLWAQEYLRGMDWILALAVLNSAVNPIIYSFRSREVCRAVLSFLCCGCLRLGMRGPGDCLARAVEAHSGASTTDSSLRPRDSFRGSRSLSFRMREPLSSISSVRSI
NPY Y1 blocker – NPY-Y1 receptor antagonists, primary screen, cell-based; inhibition, % at 3.6 µM; hit rate 1% among 200,000; HEK293-CNG Y1 cells, membrane potential fluorescence; NPY at EC95, then isoproterenol; AID 1040, 2008;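 active means inhibition above the campaign mean inhibition of all tested compounds plus 3 SD, cut at about 20% in these data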;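 further: 0% = DMSO wells given NPY plus isoproterenol and 100% = isoproterenol alone without NPY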
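Assay system: HEK293 cells with Y1 receptor plus CNG channel | Probe or stimulus: NPY (25 nM), isoproterenol (1 µM), Ro 20-1724 (25 µM) | Timing: Compound incubation 1 h at room temperature, readout 45 min post-stimulation | Measured by: Membrane-potential fluorescent dye readout | Benchmarks: High control isoproterenol alone, low control NPY with isoproterenol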
NCF1 inh – p47phox/p22phox peptide binding inhibitors, primary screen, biochemical, uHTS, NADPH oxidase regulatory subunit | inhibition, % at 24.7 µM | Neutrophil cytosol factor 1 (Homo sapiens), P14598 | hit rate 0.53% among 220,000 | AID 1274, 2008 | fluorescence polarization, 2 h;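 active means inhibition above about 30%, limit read from the data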;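 further: 0% = p47phox with labelled peptide and 100% = labelled peptide alone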
CHOP inh – inhibitors of CHOP promoter induction, primary screen, cell-based, unfolded protein response, luciferase reporter; AID 2732, 2010; inhibition, % at 10 µM; hit rate 3.8% among 220,000; CHO-K1 CHOP-promoter luciferase, tunicamycin-induced, 15-18 h;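 active means compounds that reduced the stress-induced luciferase reporter signal by more than about 70% of percent inhibition, limit read from the data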;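 further: 0% = tunicamycin plus vehicle and 100% = wells without tunicamycin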
S1P4 antag – S1P4 receptor antagonists, primary screen, cell-based; Sphingosine 1-phosphate receptor 4 (Homo sapiens), O95977; S1P4-expressing cells, antagonist mode, reporter read-out; inhibition, % at 4.98 µM; hit rate 0.26% among 220,000; AID 1510, 2009; in the data active means inhibition above about 29%;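 further: 0% = wells stimulated with agonist and 100% = vehicle wells without agonist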
Numbers without * were called inactive; / = no result given.

entry	compound	NPY-Y2 PAM-ag	NPY-Y1 PAM-ag	Ba/F3 V617F tox	BaF3 tox	S1P4 ag	NPY Y1 blocker	NCF1 inh	CHOP inh	S1P4 antag
1	COc1ccc(-c2cc(C(=O)OCC(=O)N(C)C3CCS(=O)(=O)C3)c3ccccc3n2)cc1OC (stereo not given)	-7	5	-4	-7	-0.1	0	-24	23	-20
2	CCOC(=O)Cc1csc(SCC(=O)/C(C#N)=C(\C)N)n1	-1	-2	1	2	-0.1	4	-6	-10	6
3	Fc1ccc(COc2ccccc2-c2ccnc3ncnn23)cc1	-9	-2	0	3	-0.3	-3	-2	23	-9
4	O=C(CNC(=O)c1cccc(Br)c1)N/N=C/c1cn[nH]c1-c1ccccc1	-1	-15	0	7	-0.2	0	-23	6	-10
5	CCN(CC)C(=O)CSc1nnc(COc2ccc(OC)cc2)n1N	-9	-7	2	2	2.2	9	-365	-1	-1
6	CCOc1ccc2c(c1)nc(C)n2C	-6	8	-5	-3	1.2	/	-5	20	3
7	C/C(=N\Nc1nc(N2CCOCC2)nc(N2CCOCC2)n1)c1cccs1	18	28	-2	1	1.6	-1	0	-4	-6
8	CCOC(=O)C1(Cc2ccccc2Cl)CCN(C(=O)c2cnccn2)CC1	-12	-4	4	12	1.8	2	5	-18	0
9	CCOc1ccc(N2C(=O)CC(NC3CCCCNC3=O)C2=O)cc1 (stereo not given)	2	-4	-2	2	0.0	6	-15	8	-4
10	C#Cc1ccc([C@@H]2C=C(C(=O)NCc3ccccc3)O[C@H](OCc3ccc(CO)cc3)C2)cc1	-20	4	-2	-1	-0.9	-2	-35	33	12
11	Nc1c(Cl)ncnc1N/N=C/c1cccnc1	8	-4	4	19	0.8	/	-15	-3	2
12	Fc1ccc(NC(=S)NN2CCOCC2)cc1Cl	-2	8	-1	2	0.4	0	-9	28	-4
13	COC(=O)c1ccc(NC(=O)CN2CCC(NC(=O)c3ccco3)CC2)cc1	-12	-14	3	6	-0.2	-9	1	17	-12
14	CCCCCCC(=O)Nc1nc(C)c(-c2csc(Nc3cc(OC)ccc3OC)n2)s1	10	15	2	4	-0.7	10	-4	35	-4
15	Cc1ccnc(NS(=O)(=O)c2ccc(NC(=O)/C=C/c3cccs3)cc2)n1	5	10	5	7	-0.9	4	-12	-11	0
16	Cc1cc(C)n(-c2cc(Cl)ccc2[N+](=O)[O-])n1	2	13	-3	1	0.6	5	-5	11	-4
17	Cc1ccc(Cl)cc1NC(=O)C1CCCCC1C(=O)O (stereo not given)	-3	-16	1	2	0.4	2	-4	-6	-4
18	COCCNC(=O)CN1C(=O)COc2ccc(Cl)cc21	-2	-6	3	5	-1.3	-1	-3	1	7
19	CCOn1c(=O)c(C)[n+]([O-])c2ccccc21	5	2	-2	2	0.6	-2	-8	16	-12
20	Cc1cccc(C(=O)O/N=C(\N)c2cccc([N+](=O)[O-])c2)c1	-6	5	1	7	-1.0	-1	-9	-4	-7
21	Cc1ccc(C(=O)OCC(=O)NC(C)C)cc1S(=O)(=O)N1CCOCC1	4	7	-4	-3	1.0	-3	3	-13	-7
22	COc1cc(C2C(C(=O)c3cccs3)=C(O)C(=O)N2Cc2ccco2)cc(OC)c1OC (stereo not given)	2	-15	0	1	1.6	2	-24	-12	-7
23	COc1ccc(C(=O)OCC(=O)NC2CC2)cc1S(=O)(=O)N1CCOCC1	1	0	-1	3	1.8	-1	-6	-37	-28
24	CCOc1ccccc1CNC(CC)CO (stereo not given)	-2	-14	2	7	0.1	4	4	-3	0
25	O=C(CSCC(=O)N1CCCCC1)Nc1nc(-c2ccc(Cl)s2)cs1	0	7	-4	4	-1.4	-1	-23	45	-20
26	O=C(NNS(=O)(=O)c1ccccc1[N+](=O)[O-])c1ccccc1Cl	-6	-13	1	5	0.5	17	-3	-2	8
27	Cc1noc(C)c1C(=O)NNc1ccc(C(C)C)cc1	2	23	-5	-3	1.1	/	-8	8	-15
28	CC(C)C(=O)OCC(=O)NCc1ccccc1Cl	-3	-2	-2	0	3.8	1	-1	-1	-19
29	O=C(Nc1cc2c(oc1=O)CCCC2=O)c1ccc(Cl)cc1	7	-4	-4	3	-0.5	-4	-8	6	-2
30	N#CC1=C2SCN(c3ccccc3)CN2C(=O)CC1c1ccccc1Cl (stereo not given)	-3	-1	2	39*	2.0	3	13	31	-14
31	COCc1cc(=O)[nH]c(-c2ccccc2OC(F)(F)F)n1	3	-21	-2	-2	1.8	/	0	9	5
32	O=C(OCCN=C1NS(=O)(=O)c2ccccc21)c1ccccc1	-4	-27	-2	1	-1.5	1	-6	25	4
33	O=C(COC(=O)CCc1c[nH]c2ccccc12)NC1CCS(=O)(=O)C1 (stereo not given)	13	-9	-5	1	0.6	0	-14	-8	-16
34	COc1cc(/C=N/NC(=O)c2cc(C)n(-c3ccc(F)cc3)c2C)cc(OC)c1O	-11	-3	3	7	2.0	-1	-6	-7	-17
35	CC(C)CC1C(C#N)=C(N)Oc2n[nH]c(-c3ccccc3)c21 (stereo not given)	1	-19	-5	0	-2.5	0	-21	26	-5
36	CCCCn1c(=O)c2ccccc2c2ccccc2c1=O	-17	-16	-1	0	-0.8	9	3	76*	-1
37	O=c1[nH]c(CN2CCN(c3ccccc3)CC2)nc2scc(-c3ccccc3)c12	-6	-4	0	7	0.3	-3	-59	28	-20
38	O=C(Nc1cccnc1)C1CCCN(S(=O)(=O)c2cccc3nsnc23)C1 (stereo not given)	4	-2	2	3	1.1	-3	9	-20	-6
39	Cc1ccc(/C=C/C(=O)c2cc(Br)ccc2OC(=O)c2ccco2)cc1	-16	-14	-4	1	2.8	3	-5	21	29
40	Cc1cc(C)c(-c2cc(C)nc3ncnn23)c(C)c1	12	13	-1	4	1.7	6	4	18	2
41	CCOc1ccc(NC(=O)C2CC(=O)N(CC)C(=Nc3ccc4c(c3)OCO4)S2)cc1 (stereo not given)	-1	8	-3	0	0.2	-6	2	72*	-12
42	CC(=O)NC(CCS(C)(=O)=O)C(=O)Nc1cc(C)on1 (stereo not given)	4	13	3	2	0.2	-3	/	/	4
43	CN(C)CC(=O)Nc1ccc(Oc2ccc(Cl)cc2)cc1	-5	3	0	0	1.2	0	-4	-26	-6
44	Cc1nc(C/C(=N\N)c2ccc(O)cc2O)cs1	15	13	1	5	0.7	1	-13	7	-9
45	CCC(=O)Nc1ccccc1C(=O)OC(c1ccccc1)c1ccccc1	-4	-24	-3	4	0.8	27*	-5	5	-19
46	CC(CCc1ccccc1)NCC#N (stereo not given)	-3	-3	2	2	0.8	/	-26	-9	-2
47	OC1(c2ccccc2F)CCN(Cc2nnnn2Cc2ccc(F)cc2)CC1	12	21	-4	-3	-2.2	1	2	13	-19
48	CCOC(=O)c1ccc(NC(=O)CSc2nnc(C3CC3)n2C)cc1	8	10	-1	3	0.4	1	-9	19	-5
49	Cc1ccc(-c2csc3nc[nH]c(=S)c23)cc1	1	10	-2	2	0.2	5	-11	11	-9
50	COc1ccc(C(=O)NC(=S)Nc2cccnc2)cc1OC	-11	-1	0	12	0.6	2	-3	19	-10

Further records.
entry	compound	NPY-Y2 PAM-ag	NPY-Y1 PAM-ag	Ba/F3 V617F tox	BaF3 tox	S1P4 ag	NPY Y1 blocker	NCF1 inh	CHOP inh	S1P4 antag
51	Nc1cc(N2CCCCC2)c(Cl)cc1[N+](=O)[O-]	-21	-16	-2	5	0.1	-1	-7	48	-6
52	CCOC(=O)Cc1csc(SCC(=O)Nc2sc3c(c2C(N)=O)CCC3)n1	-2	9	-2	6	-0.8	2	-19	32	-8
53	CSCCC(NC(=O)c1ccc([N+](=O)[O-])cc1Cl)C(=O)OCC(=O)NCCCc1ccccc1 (stereo not given)	-11	1	-1	3	4.2	2	-8	4	-24
54	O=C(CNC(=O)c1ccc(Cl)cc1)NCCCn1ccnc1	19	3	0	-1	0.5	7	-12	11	10
55	O=[N+]([O-])c1ccc(/C=N/n2c(-c3cccnc3)n[nH]c2=S)cc1	5	7	-1	6	-1.9	1	8	-12	-15
56	Cc1cc(=O)[nH]c(-c2ccccc2O)n1	5	3	-2	6	0.0	0	-4	0	-1
57	O=C(Nc1nnc(C2CC2)s1)C1Cc2ccccc2CN1S(=O)(=O)c1ccccc1F (stereo not given)	-5	12	2	1	0.5	-2	-10	-39	-73
58	CNc1ccc(OC(F)F)cc1C(=O)c1ccccc1	8	12	-1	4	-2.2	5	-7	14	-6
59	CCCOC(=O)CCCCC1SCC(NC(=O)OC)C1NC(=O)OC (stereo not given)	3	-8	3	4	0.0	9	6	20	-5
60	Cc1ccc(-n2c(=O)cc(N3CC(C)OC(C)C3)[nH]c2=O)cc1 (stereo not given)	-5	-8	5	11	0.0	4	-6	-3	2
61	CCc1c(C(=O)N2CCN(c3ccccc3F)CC2)[nH]c(C)c1C(C)=O	-13	-2	-3	2	-0.5	5	-49	23	-3
62	CCOC(=O)N1CCN(C(=O)CSc2nnc(-c3ccccc3OC)o2)CC1	6	-13	0	2	-1.1	1	-4	10	-23

Compound profiles, from the list above. Order of screens: NPY-Y2 PAM-ag, NPY-Y1 PAM-ag, Ba/F3 V617F tox, BaF3 tox, S1P4 ag, NPY Y1 blocker, NCF1 inh, CHOP inh, S1P4 antag
Entry for Cc1nc(C/C(=N\N)c2ccc(O)cc2O)cs1 = 15, 13, 1, 5, 0.7, 1, -13, 7, -9
Entry for CCOC(=O)Cc1csc(SCC(=O)/C(C#N)=C(\C)N)n1 = -1, -2, 1, 2, -0.1, 4, -6, -10, 6
